Screening data from PubChem BioAssay.
Myeloid diff MLP: induction of myeloid progenitor differentiation, primary screen, cell-based, flow cytometry, MLPCN library | ER-HoxA9 myeloid progenitors, lysozyme-GFP differentiation | calls only at 10 µM | 360,000 compounds, 1% hits | AID 624256, 2012;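 active = normalized GFP-positive differentiation at or above the plate's own cutoff, the solvent-only control mean plus 3 SD; inconclusive = no clear call, values can overlap the other calls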;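 also: cells exposed to compound for four days before flow analysis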
Myeloid diff MLP GFP+ MAC1+ %: further read-out of Myeloid diff MLP, marked with its call; GFP+ MAC1+ double positive, %; measured here: differentiation confirmed by MAC1 staining
An asterisk follows results filed as active; i = inactive; ? = inconclusive; / = not tested or not shown; + = active, no number. These rows are one share of the data; rates above refer to the full screens.

Compound,Myeloid diff MLP,Myeloid diff MLP GFP+ MAC1+ %
COc1ccccc1-c1ccc2c(c1)C(C)(Cc1ccc(Cl)c(Cl)c1)C(=O)N2 (stereo unspecified),i,1.1
CCc1c(C2CC2)ncn1Cc1cccc(-c2ccccc2)c1,i,3.8
CC1=C(C(=O)N(C)C)CC(CC(=O)NCC2CCCCC2)C(=O)N1CCC1=CCCCC1 (stereo unspecified),i,1.9
O=C(O)c1cccc2c1C(=O)c1cc([N+](=O)[O-])cc([N+](=O)[O-])c1-2,i,0.6
CCCS(=O)(=O)NC(=O)C1(C)CCN(C(=O)Cc2cccc3ccccc23)C1 (stereo unspecified),i,0.8
O=C(NCc1ccccc1)C1c2ccccc2OCC(=O)N1C1CC1 (stereo unspecified),i,1.2
Cc1ccc2nc(-c3ccccc3)c(Cc3cccc(F)c3)n2c1,i,1.9
COc1ccc(NC(=O)c2cc(-c3cc(Cl)ccc3OC)n[nH]2)c(C)c1,i,1.2
CC(C)C[C@H]1CN(CCCC[C@@H]2CNC(=O)C(=O)N2CC2CCCCC2)C(=O)C(=O)N1Cc1ccccc1,i,0.8
CCCCN(C=O)c1c(CC)nc2ccc(C(=O)N(CC)CCN(C)C)cn12,i,1.2
CCN(CC)c1ncnc2c1ncn2[C@H]1CN(Cc2ccc(-c3ccccc3)cc2)C[C@@H](CO)O1,i,0.6
O=C1Nc2ccccc2-n2nnnc2C1N1CCN(CCN2CCOCC2)CC1 (stereo unspecified),i,1.3
CC(C)C[C@H]1CN(CCCC[C@@H]2CNC(=O)C(=O)N2Cc2ccccc2)C(=O)C(=O)N1CCc1ccccc1,i,0.9
C[C@@H]1CCCCO[C@@H](CN(C)S(=O)(=O)c2cn(C)cn2)[C@@H](C)CN([C@H](C)CO)C(=O)c2cc(NC(=O)Nc3ccc(C(F)(F)F)cc3)ccc2O1,i,0.6
Nc1nc2ccc(Cl)cc2cc1C(=O)NCCc1c[nH]c2ccccc12,i,2.0
O=C(NCc1ccc(Cl)nc1)c1ccc2nc([C@@H]3O[C@H](CO)[C@H](O)[C@H](O)[C@H]3O)[nH]c2c1,i,0.6
COc1ccc(OC)c(S(=O)(=O)Nc2cccc3ccccc23)c1,i,0.4
Cc1ccccc1Nc1nn2c(=O)c3ccc(C(=O)N4CCCC(C)C4)cc3nc2s1 (stereo unspecified),i,0.8
O=c1c(=O)n(CCO)n(CCO)c(=O)n1CCO,i,1.2
COc1cc(NC(=O)N2CCc3nc(Nc4cc(Cl)cc(Cl)c4)ncc3C2)cc(OC)c1OC,i,1.2
CCN(CCCNc1cc2c(c(N)c1S(=O)(=O)O)C(=O)c1ccccc1C2=O)c1ccccc1,i,2.6
CN1CCN(C2CN(Cc3cn(Cc4ccccc4C(F)(F)F)nn3)S(=O)(=O)C2)CC1 (stereo unspecified),i,1.7
C[C@H]1CN([C@@H](C)CO)C(=O)CCCn2nncc2CO[C@H]1CN(C)C(=O)Nc1ccc2c(c1)OCO2,i,0.6
N#Cc1ccc(CN(Nc2ccccc2)c2ccccc2)cc1,i,1.3
CCC(c1nnnn1-c1c(C)cccc1C)N1CCN(C/C=C/c2ccccc2)CC1 (stereo unspecified),i,1.5
Cc1ccc(C(NC(=O)C2CCN(CCOc3ccc(Cl)cc3)CC2)c2ccccn2)cc1 (stereo unspecified),i,1.1
Cc1ncc([N+](=O)[O-])n1CC(=O)Nc1ccccc1Cl,i,0.5
Cc1[nH]nc2c(=S)[nH]c(=O)[nH]c12,i,0.9
Cc1noc(C)c1S(=O)(=O)N(C)C[C@H]1OCc2cn(nn2)CCCC(=O)N([C@H](C)CO)C[C@@H]1C,?,/
CCCNC(=O)c1cc2c(c(-c3cccc(-c4cc5ccccc5o4)c3)n1)[C@@H](CCO)N(C(=O)NC(C)C)C2,i,0.9
CCCCCCn1c(=O)n2n(c1=O)[C@@H]1CN(S(=O)(=O)c3ccc(C)cc3)C[C@]1(O)[C@@H](OC(=O)NCC1CCCCC1)C2,i,0.4
O=C1c2ccccc2C(c2nnnn2-c2ccc3c(c2)OCCO3)N1Cc1ccc2c(c1)OCO2 (stereo unspecified),i,1.0
COc1ccc(S(=O)(=O)N(C)C[C@H]2OCc3cnnn3CCCC(=O)N([C@H](C)CO)C[C@@H]2C)cc1,i,0.7
C[C@H](NC(=O)c1ncn2c1C(=O)NC[C@@H]2C)C(=O)OC(C)(C)C,i,0.8
CC(=O)N1CCC(C(=O)N2c3ccccc3N=C(c3ccc(C(F)(F)F)cc3)C2C(=O)NC(C)(C)C)CC1 (stereo unspecified),i,1.8
O=C(C(=O)N1CCC(Cc2ccccc2)CC1)c1ccccc1Br,i,1.3
CCCCCCCCN1C(=O)[C@H](CC(=O)NCc2ccccc2)C[C@@]2(C(=O)OC)CCCCC=C12,i,1.0
COC(=O)[C@]12CCCCC=C1N(Cc1cccc3ccccc13)C(=O)[C@H](CC(=O)N1CCN(C(=O)C3CC3)CC1)C2,i,1.8
CC(C)CCN1C(=O)CSCC1(C)C(=O)NC(C)C (stereo unspecified),i,1.4
COc1ccc(/C(O)=C2/C(=O)C(=O)N(CCCN3CCOCC3)C2c2ccc(Cl)cc2)cc1 (stereo unspecified),i,1.2
COC(=O)c1ccc(Cn2c(C)c(C(=O)NCc3ccc(C#N)cc3)sc2=O)o1,i,3.5
CCc1ccc([C@H]2[C@@H]3C(=O)C[C@@H]4C(=O)N(CC)C(=O)[C@@H]4[C@@H]3CN2S(=O)(=O)c2ccc(C)cc2)cc1,i,1.3
COc1ccccc1-n1c(SCC(=O)Nc2ccc(Cl)cc2)nc(O)c(Cc2ccccc2)c1=O,i,1.4
Cc1cccc(C)c1-n1nnnc1C(c1ccnc2ccccc12)N1CCN(C(=O)OC(C)(C)C)CC1 (stereo unspecified),i,0.9
N=C(N)n1ncc2c1CCCC2=O,i,1.4
COc1cccc(-c2n[nH]nc2C2=CC(=O)CC(C)(C)C2)c1,i,1.3
COc1ccc(NC(=O)c2ccc(-c3c(C)noc3C)c3ccoc23)cn1,i,0.6
COCOc1cccc(CN2CCC2(C)C(=O)Nc2ccc(OC)c(OC)c2)c1 (stereo unspecified),i,0.7
O=C(NCc1ccco1)c1[nH]c(C(F)(F)F)nc1-c1ccccc1,i,1.5
O=S1(=O)CC(N2CCN(CC3CC3)CC2)CN1Cc1ccccc1 (stereo unspecified),i,0.8
CCCNC(=O)C1(C)CCCN(Cc2ccsc2)C1 (stereo unspecified),i,1.5
O=C(O)c1nc(-c2ccccc2)c(C(=O)NC2CC2)[nH]1,i,0.5
CCN(CC)CCNc1ccc(CO)c2oc3ccccc3c(=O)c12,+,3.6*
COc1ccccc1CNc1nc2cc(-c3ccsc3)sc2c(=O)n1C,i,2.2
C[C@@H]1CCCCO[C@H](CN(C)S(=O)(=O)c2cccs2)[C@H](C)CN([C@@H](C)CO)C(=O)c2cc(NC(=O)NC3CCCCC3)ccc2O1,i,0.6
CCc1nc2c(OCC(=O)C(C)(C)C)cccn2c1N(C)C(=O)c1ccco1,i,0.5
CC(=O)OC(C(=O)Nc1nncs1)c1ccccc1 (stereo unspecified),i,0.8
CC1CCC(NC(=O)CN2CCN(S(=O)(=O)c3ccc(Br)s3)CC2)CC1 (stereo unspecified),i,0.7
COc1ccc(OC)c(-c2cc(C(=O)O)c3cc4ccccc4cc3n2)c1,i,2.3
CC(=O)Nc1ccc(-c2ccnc3c2CC(C)(C(=O)Nc2cccc(OC(F)(F)F)c2)O3)cc1 (stereo unspecified),i,1.3

Six compounds drawn at random from the list so far:
Compound,Myeloid diff MLP,Myeloid diff MLP GFP+ MAC1+ %
CCCCCCCCN1C(=O)[C@H](CC(=O)NCc2ccccc2)C[C@@]2(C(=O)OC)CCCCC=C12,i,1.0
CC1CCC(NC(=O)CN2CCN(S(=O)(=O)c3ccc(Br)s3)CC2)CC1 (stereo unspecified),i,0.7
COc1ccc(OC)c(-c2cc(C(=O)O)c3cc4ccccc4cc3n2)c1,i,2.3
COc1ccccc1-c1ccc2c(c1)C(C)(Cc1ccc(Cl)c(Cl)c1)C(=O)N2 (stereo unspecified),i,1.1
COC(=O)[C@]12CCCCC=C1N(Cc1cccc3ccccc13)C(=O)[C@H](CC(=O)N1CCN(C(=O)C3CC3)CC1)C2,i,1.8
COc1ccccc1-n1c(SCC(=O)Nc2ccc(Cl)cc2)nc(O)c(Cc2ccccc2)c1=O,i,1.4

More entries follow.
Compound,Myeloid diff MLP,Myeloid diff MLP GFP+ MAC1+ %
CCn1cc(/C=C(\NC(=O)c2ccc(OC)cc2)C(=O)NCCCn2ccnc2)c2ccccc21,i,1.6
COc1ccc(S(=O)(=O)N2CCOCC2)cc1NC(=O)c1c(C)noc1C,i,0.4
CC1(C(=O)Nc2ccc3nc[nH]c3c2)CCN1C(=O)c1ccccc1CCc1ccccc1 (stereo unspecified),i,1.1
Cc1ccc(S(=O)(=O)N2c3ccccc3OC(C(=O)OC(C)(C)C)(C(=O)OC(C)(C)C)C2CC(=O)c2ccccc2)cc1 (stereo unspecified),i,2.6
CCCNC(=O)C1(C)CCCN(Cc2ccc3ccccc3c2)C1 (stereo unspecified),i,1.4
COc1cc(F)ccc1-c1csc(C(C)(O)c2ccccc2)n1 (stereo unspecified),i,1.3
Cc1ccccc1S(=O)(=O)NC(=O)C1(C)CCN1C(=O)Cc1cc(F)ccc1F (stereo unspecified),i,0.6
CC(C)(C)NC(=O)C(c1cc2ccccc2o1)n1c(=O)c(-c2cc3ccccc3[nH]2)nc2ccccc21 (stereo unspecified),i,5.6
Cc1ccc(CN2CC(N3CCC(Cc4ccccc4)CC3)CS2(=O)=O)cc1 (stereo unspecified),i,1.6
CCCCn1nnnc1C(c1cc2ccccc2o1)N(CCN(C)C)Cc1ccccc1 (stereo unspecified),i,1.0
C#CCNC(=O)C[C@@H]1C[C@@]2(C(=O)OCC)CCCC=C2N(CCC2=CCCCC2)C1=O,i,2.4
COC(=O)Cn1ccnc1[N+](=O)[O-],i,0.7
CN1CCN(C2CN(Cc3cn(Cc4ccc(C(F)(F)F)cc4)nn3)S(=O)(=O)C2)CC1 (stereo unspecified),i,0.8
Cc1ccc(S(=O)(=O)C[C@@H]2OC[C@H](Cc3ccccc3)N2S(=O)(=O)c2ccc(C)cc2)cc1,i,1.9
CCCCN(C=O)c1c(CC)nc2ccc(C(=O)N3CCCCC3)cn12,i,1.3
CCOc1ccc(OCCC(=O)Nc2ccc(N3CCOCC3)cc2N2CCOCC2)cc1,i,1.3
CC(C)(C)NC(=O)C1c2ccccc2OCC(=O)N1CC(F)(F)F (stereo unspecified),i,1.0
c1cc(-c2ccc(N3CCOCC3)cc2)n2ccnc2c1,i,0.9
Cc1ccccc1S(=O)(=O)N1CCN(c2ccc3c(c2)C2CC3CCN2C(=O)OCc2ccccc2)CC1 (stereo unspecified),i,0.5
COCCN(C(=O)COC(=O)c1ccc2c(c1)OCO2)c1c(N)n(Cc2ccccc2)c(=O)[nH]c1=O,i,0.5
CCc1nc2ccc(C(=O)N(C)Cc3ccccc3)cn2c1N(C)CCCc1ccccc1,i,0.9
COc1cccc(-c2nnn(CC(=O)N(C3CCCCC3)C3CCS(=O)(=O)C3)n2)c1 (stereo unspecified),i,1.2
C[C@@H]1CN([C@@H](C)CO)C(=O)c2cc(Br)cnc2O[C@H]1CN(C)C(=O)Cc1ccccn1,?,/
Cc1c(C(=O)NCc2ccc(F)cc2)sc(=O)n1Cc1ccc(C(=O)c2ccccc2)cc1,i,3.5
CCOc1ccc(/C=N/NC(=O)c2ccc3nc[nH]c3c2)cc1OC,i,0.9
C[C@@H]1CCCCO[C@@H](CN(C)C(=O)c2ccccc2)[C@@H](C)CN([C@H](C)CO)C(=O)c2cc(N(C)C)ccc2O1,i,0.8
C[C@H](c1ccccc1)N1C[C@@H](COCc2ccccc2)Oc2cc(N3CC[C@H](O)C3)ccc2S1(=O)=O,i,0.8
O=C(O)c1ccccc1C(=O)OCC1CCC(=NO)CC1 (stereo unspecified),i,0.8
Cc1cc(C)c2c(=O)n3c(nc2c1)C(Cc1ccccc1)NC(=O)c1cc2ccccc2cc1-3 (stereo unspecified),i,0.8
CCC(C(=O)NC1CCCC1)n1c(C2CCCC2)nc2ccccc21 (stereo unspecified),i,2.3
O=C(O)C1=CCC(c2ccc(Cl)c(Cl)c2)N(S(=O)(=O)c2ccc(F)cc2)C1c1cccc(F)c1 (stereo unspecified),i,2.6
COc1cccc2c3c(c(=O)[nH]c12)CC(C)(C)O3,i,0.2
COCc1cn(-c2nc3ccccc3s2)nn1,i,1.6
O=C(C[C@H]1C=C[C@@H](NC(=O)Cc2cccnc2)[C@@H](CO)O1)NCc1ccc2c(c1)OCO2,i,2.1
Cc1ccc(Cn2cc(CN3CC(N4CCN(CCO)CC4)CS3(=O)=O)nn2)cc1 (stereo unspecified),i,0.9
COC(=O)[C@@]1(Cc2ccc(F)cc2)[C@H]2c3cc(C(=O)N(C)C)n(Cc4ccc(S(C)(=O)=O)cc4)c3C[C@H]2CN1C(=O)c1ccccc1,i,0.2
O=S1(=O)CC(N2CCCC2)CN1Cc1cn(Cc2cccc(C(F)(F)F)c2)nn1 (stereo unspecified),i,0.7
CC(C)Cc1ccc(-c2cc3nc(NCCc4ccc(S(N)(=O)=O)cc4)ccn3n2)cc1,i,1.8
O=C(NCc1cccnc1)c1cc(C2CCCCN2S(=O)(=O)c2ccc(F)cc2F)on1 (stereo unspecified),i,0.5
COc1ccc(-c2cnc3c(NC(C)=O)cc(-c4ccccc4OC)cn23)cc1OC,?,/
